# IMPase inh – IMPase inhibition in cells; P97697; CHO-M1 cells, IP1 accumulation, HTRF TR-FRET ratio; inhibition (IP1 accumulation), % at 46.1 µM; 120,000 tested, under 10 active; AID 901; active = well fitted curve in the direction sought with a large enough effect in the signal ratio, not every such curve was filed as active; inconclusive = small, poorly fitted or top-dose-only effect, or a change in a side signal; inactive = no such curve, though single readings can be large or run the other way; the % refers to the signal ratio;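 note: cells stimulated with carbachol in lithium chloride buffer; plate controls were DMSO basal wells for no effect and reference inhibitor wells for full effect; higher means more IMPase inhibition seen as more IP1 and lower FRET ratio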
# Target sequence (P97697 whole entry, looked up): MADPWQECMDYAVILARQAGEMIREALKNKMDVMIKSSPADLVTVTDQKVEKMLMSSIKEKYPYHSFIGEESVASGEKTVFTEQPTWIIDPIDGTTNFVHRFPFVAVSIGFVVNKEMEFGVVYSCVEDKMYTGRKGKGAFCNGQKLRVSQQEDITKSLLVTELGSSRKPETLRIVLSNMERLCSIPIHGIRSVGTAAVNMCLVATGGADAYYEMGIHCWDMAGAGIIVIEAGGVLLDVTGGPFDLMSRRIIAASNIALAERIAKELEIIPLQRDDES
#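 The IP-One HTRF competitive assay in carbachol-stimulated CHO-M1 cells quantifies cellular IP1. Compounds spanned up to 46 uM final, and activity is expressed as AC50 from concentration-response fits of the ratio and donor data.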
# * marks the source's active call; other numbers are inactive results; ? = inconclusive. This is a subset; the hit share may differ from the screen's.
SMILES,IMPase inh
Cc1ccccc1Cn1nnc2sc3c(c2c1=O)CCCC3,11.2
COc1cc2c(=O)n(Cc3ccccc3Cl)c(=O)n(CC(=O)Nc3ccc(C)c(C)c3)c2cc1OC,8.6
CC(C)OC(=O)c1ccc(NC(=O)CSc2nc(-c3cccs3)cc(C(F)(F)F)n2)cc1,0.2
CCN(Cc1ccccc1)Cc1c(O)ccc2c(=O)c(-c3ccccc3Cl)coc12,-1.0
Cc1cc(C)cc(OCC(=O)Nc2ccc(-c3nc4ccccc4o3)cc2)c1,-5.6
Cc1cc(C)cc(C(=O)N2CC(=O)Nc3ccc(C)cc3C2c2ccccc2)c1 (stereo unspecified),-2.7
COc1cccc(NC(=O)Cn2c(=O)n(CCc3ccc(OC)c(OC)c3)c(=O)c3ccccc32)c1,-15.5
COc1ccccc1NC(=O)c1cc2c(-c3ccccc3)nn(-c3ccccc3)c2s1,-1.3
CCOc1ccc(Nc2nc(Nc3ccc(OCC)cc3)nc(N3CCOCC3)n2)cc1,-8.1
CCOCCOC(=O)c1ccc(NC(=O)/C=C/c2ccc(OC)c(OC)c2)cc1,-1.9
CCCn1c(=O)sc2cc(NC(=O)c3ccc(OC)c(Br)c3)ccc21,-1.0
COc1ccc(-c2cc(C(=O)NCCc3ccc(OC)c(OC)c3)c3ccccc3n2)cc1,-11.8
N#C/C(=C\c1ccc(F)cc1)C(=O)NCC1CCCO1 (stereo unspecified),-7.6
CC(=O)c1ccc(NC(=O)c2ccc(-c3ccc(Cl)cc3)o2)cc1,-4.2
O=C(CSc1nc(-c2cccc(F)c2)[nH]c1-c1ccccc1)Nc1ccc2c(c1)OCCO2,14.9
COc1ccc(CNc2nc(-c3ccc(Cl)cc3)nn2C(=O)c2ccccc2)cc1,0.7
Cc1cccc(N2CCN(CCNC(=O)Nc3ccc(Cl)cc3)CC2)c1C,6.7
CCOc1ccc(C(=O)Nc2cc3c(cc2N2CCCC2)n(C)c(=O)c(=O)n3C)cc1OCC,10.1
COc1ccc(S(=O)(=O)Nc2cc3c(cc2NCc2ccccc2)n(C)c(=O)n3C)cc1,8.3
Cc1ccc2nc3c(cc(C(=O)NC4CCCC4)c(=N)n3C(C)C)c(=O)n2c1,-0.8
CCCOC(=O)c1c(NC(=O)c2cc3ccccc3c(=O)o2)sc2c1CCC(C)C2 (stereo unspecified),1.4
COc1ccc(CC(=O)Nc2sc3c(c2C(=O)Nc2ccccc2)CCCCC3)cc1,-1.5
CCN(Cc1ccccc1)Cc1c(O)ccc2c(=O)c(-c3ccc(Cl)cc3Cl)coc12,7.1
CCN1C(=O)CC(C(=O)Nc2ccc(OC)cc2)SC1=Nc1ccc(C)c(C)c1 (stereo unspecified),-2.0
CCCCSc1nnc2c(n1)OC(c1ccc(Br)s1)N(C(C)=O)c1ccccc1-2 (stereo unspecified),1.8
COc1cccc(OC)c1C(=O)Nc1nc2c(s1)CCc1ccccc1-2,-5.5
COc1ccc(OC)c(NC(=O)Cn2c(=O)n(Cc3ccco3)c(=O)c3cc(OC)c(OC)cc32)c1,0.3
Cc1nc2sccn2c(=O)c1S(=O)(=O)Nc1ccc(N2CCN(C)CC2)cc1,6.8
Cc1c(Cl)cccc1-c1ccc(C(=O)Nc2ccc(F)cc2)o1,-10.2
COc1cc(C2C(C(=O)OCC(C)C)=C(C)N=C3SCCC(=O)N32)ccc1OCc1ccccc1 (stereo unspecified),0.6
Cc1cccc(N(CC(=O)NCCSCc2ccccc2)S(=O)(=O)c2ccccc2)c1C,2.0
Cc1ccc(OC(=O)c2cc(-c3ccccc3)nc3ccc(C)cc23)cc1,-0.1
Cc1nc2sccn2c(=O)c1S(=O)(=O)Nc1ccc(N2CCN(C(=O)C(C)C)CC2)cc1,2.3
Cc1ccc(CCNC(=O)c2cccc(Nc3nc4ccccc4nc3-n3nc(C)cc3C)c2)cc1,-1.8
Cc1ccc(NC(c2nnc(-c3ccccc3)o2)c2ccccc2F)c(Cl)c1 (stereo unspecified),8.6
CCOc1ccc(-c2csc3ncnc(Nc4cccc(O)c4)c23)cc1,12.1

# 13 structures from above, sorted by formula weight, rising:
SMILES,IMPase inh
Cc1c(Cl)cccc1-c1ccc(C(=O)Nc2ccc(F)cc2)o1,-10.2
Cc1ccc(OC(=O)c2cc(-c3ccccc3)nc3ccc(C)cc23)cc1,-0.1
CCOc1ccc(-c2csc3ncnc(Nc4cccc(O)c4)c23)cc1,12.1
COc1cccc(OC)c1C(=O)Nc1nc2c(s1)CCc1ccccc1-2,-5.5
CCN1C(=O)CC(C(=O)Nc2ccc(OC)cc2)SC1=Nc1ccc(C)c(C)c1 (stereo unspecified),-2.0
CCCOC(=O)c1c(NC(=O)c2cc3ccccc3c(=O)o2)sc2c1CCC(C)C2 (stereo unspecified),1.4
COc1ccc(CC(=O)Nc2sc3c(c2C(=O)Nc2ccccc2)CCCCC3)cc1,-1.5
CCN(Cc1ccccc1)Cc1c(O)ccc2c(=O)c(-c3ccc(Cl)cc3Cl)coc12,7.1
Cc1cccc(N(CC(=O)NCCSCc2ccccc2)S(=O)(=O)c2ccccc2)c1C,2.0
Cc1nc2sccn2c(=O)c1S(=O)(=O)Nc1ccc(N2CCN(C(=O)C(C)C)CC2)cc1,2.3
Cc1ccc(CCNC(=O)c2cccc(Nc3nc4ccccc4nc3-n3nc(C)cc3C)c2)cc1,-1.8
CCCCSc1nnc2c(n1)OC(c1ccc(Br)s1)N(C(C)=O)c1ccccc1-2 (stereo unspecified),1.8
COc1ccc(OC)c(NC(=O)Cn2c(=O)n(Cc3ccco3)c(=O)c3cc(OC)c(OC)cc32)c1,0.3

# Going on with the list:
SMILES,IMPase inh
COc1ccc(S(=O)(=O)N2Cc3ccccc3CC2C(=O)Nc2ccc(C)cc2C)cc1OC (stereo unspecified),8.4
COC(=O)c1cc(NC(=O)c2sc3ccccc3c2Cl)cc(C(=O)OC)c1,-17.3
O=C(CSc1nc(-c2ccc(F)cc2)[nH]c1-c1ccc(F)cc1)Nc1ccc2c(c1)OCCO2,1.1
CCOc1cc(CN2CCN(S(=O)(=O)c3ccc(C)cc3)CC2)ccc1OC,0.3
COc1ccc(NC(=O)c2c(NC(=O)COc3ccccc3)sc3c2CCC(C(C)(C)C)C3)cc1 (stereo unspecified),3.9
CCOC(=O)c1cc(OC(=O)c2ccc(OC)c(OC)c2)n(-c2ccccc2)n1,?
CCOC(=O)c1c(NC(=O)/C=C/c2ccc(C)cc2)sc(C(C)=O)c1C,-5.5
CCOc1ccc(C2c3c(oc4cc(C)c(C)cc4c3=O)C(=O)N2c2ccccn2)cc1 (stereo unspecified),-1.7
Cc1cc(Oc2nc3ccccn3c(=O)c2/C=C(\C#N)c2nc3ccccc3s2)ccc1Cl,-17.0
CCOc1ccc(NC(=O)CSc2nc(-c3cccs3)cc(C(F)(F)F)c2C#N)cc1,2.7
COc1cc(NC(=O)c2cc3nc(-c4ccc(C)cc4)cc(C(F)(F)F)n3n2)cc(OC)c1OC,-6.4
COC(=O)c1ccccc1NC(=O)CN(c1ccccc1OC)S(C)(=O)=O,-4.0
CCc1ccc(OCC(=O)Nc2ccc3oc(-c4ccc(OC)cc4)nc3c2)cc1,1.2
CCOC(=O)c1nnn(C(CC)C(=O)Nc2c(C)cccc2C)c1C(=O)OCC (stereo unspecified),3.0
O=C(CCS(=O)(=O)c1cc(Br)cc2c1N(C(=O)C1CC1)CC2)N1CCN(c2ccc(F)cc2)CC1,2.9
COc1ccc(S(=O)(=O)N(CCc2ccccc2)CC(=O)NCc2ccc(C)cc2)cc1,4.3
Cc1cc(F)ccc1NC(=O)CCSc1nc(-c2ccco2)cc(C(F)(F)F)n1,3.6
C=C(C)Cn1c(SCC(=O)c2ccc(OC)cc2)nc2sc3c(c2c1=O)CCCC3,?
Cc1c(C(=O)OC2CCCC2)[nH]c2c1C(=O)CC(c1ccc(Cl)cc1)C2 (stereo unspecified),14.6
COc1cc(OC)cc(C(=O)N2CCN(C(=O)COc3ccccc3)CC2)c1,7.1
Fc1ccc(Cc2cn3cc(-c4ccccc4)nc3s2)cc1,-1.7
CCOC(=O)c1sc(N2C(=O)c3oc4cc(C)c(C)cc4c(=O)c3C2c2ccc(C)cc2)nc1C (stereo unspecified),3.4
Cc1ccc(C(CC(=O)NCC2(c3ccccc3)CCCC2)c2ccccc2)c(O)c1 (stereo unspecified),24.6
COc1ccc(S(=O)(=O)N(CC(=O)NCCSc2ccccc2)c2ccc(C)cc2)cc1,-1.1
Cc1ccc(Cl)cc1N1CCN(C(=O)C2CCC(CNS(=O)(=O)c3cccs3)CC2)CC1 (stereo unspecified),8.1
CCOC(=O)c1c(C)oc2c1cc(NS(=O)(=O)c1ccc(C)cc1)c1ccccc12,0.9
Cc1c(C(=O)OC2CCCCCC2)[nH]c2c1C(=O)CC(c1ccccc1Cl)C2 (stereo unspecified),5.5
CC(C)c1ccc(/C=C(\C#N)c2nc(-c3ccc(O)cc3)cs2)cc1,9.0
COCCCNC(=O)CSc1nc(-c2ccc(OC)cc2)[nH]c1-c1ccc(OC)cc1,4.6
CCc1ccc(S(=O)(=O)N(C(=O)Oc2ccccc2)c2ccc3oc(C)c(C(=O)OC)c3c2)cc1,-6.4
Cc1ccc(COC(=O)c2[nH]c3c(c2C)C(=O)CC(c2ccc(N(C)C)cc2)C3)cc1 (stereo unspecified),2.7
O=C(CSc1nc(-c2ccc(F)cc2)[nH]c1-c1ccccc1)NCC1CCCO1 (stereo unspecified),8.9
Cc1ccc2c(c1)c(=O)c1ccccc1n2CCCC(=O)Nc1ccc(Cl)cc1C,?
COc1cccc(C(=O)Nc2ccc3oc(-c4cccc5c(Br)cccc45)nc3c2)c1,-0.7
COc1ccc2nc3sc(C(=O)NCCc4ccc(Cl)cc4)cc3cc2c1,-0.9
Cc1cccc(NC(=O)C(=O)NCCCN2CCOCC2)c1,-5.8
Cc1ccc(-c2nnc(Nc3ccc(O)cc3)c3ccccc23)cc1S(=O)(=O)N1CCCCC1,-4.5
COc1ccc(-c2cc(C(F)(F)F)nc(SCCC(=O)Nc3ccc(O)cc3)n2)cc1,0.4
COc1ccccc1NC(=O)c1cc2c(C)nn(-c3ccccc3)c2s1,-4.6
CCOC(=O)c1ccc(NC(=O)C(CC)Sc2nnc3c4ccccc4n(C)c3n2)cc1 (stereo unspecified),0.9
c1ccc(-c2nnc(CN3CCN(c4ccccn4)CC3)o2)cc1,-2.5
O=C(c1ccccc1)n1nc(-c2ccccc2)nc1NCc1ccc(F)cc1,-4.5
CCOc1ccc(NC(=O)Cn2c(=O)n(CC3CCC(C(=O)NCCc4ccccc4)CC3)c(=O)c3ccccc32)cc1 (stereo unspecified),-7.5
CCCC(=O)Nc1ccc(NC(=O)c2sc3ccccc3c2Cl)cc1,?
CCOc1ccc(CN2CCN(Cc3ccc4c(c3)c3ccccc3n4CC)CC2)cc1,-6.1
O=C(NCCCN1CCN(c2cccc(Cl)c2)CC1)c1nnc(Cc2ccc(F)cc2Cl)o1,7.9
CCCCS(=O)CC(O)CSc1nc(-c2ccc(OC)cc2)cc(-c2ccccc2)c1C#N (stereo unspecified),-3.5
CCc1ccccc1NC(=O)C(=O)NCCCN1CCOCC1,1.2
Cc1ccc(-n2nc3ccc(NC(=O)c4cc5ccccc5o4)cc3n2)cc1,1.1
CCOC(=O)CSc1nc2sc3c(c2c(=O)n1-c1ccc(OC)cc1)CC(C(C)C)OC3 (stereo unspecified),3.4
CCCCCSc1nnc2c(n1)[nH]c1c(C)cccc12,4.1
CCOC(=O)c1cc(OC(=O)c2cc(OC)c(OC)c(OC)c2)n(-c2ccccc2)n1,-4.0
O=C(CCc1nc(-c2ccccc2F)no1)Nc1cccc(C(F)(F)F)c1,13.5
CCc1ccc(C(=O)COC(=O)C(Cc2c[nH]c3ccccc23)NC(=O)c2ccc(Br)cc2)cc1 (stereo unspecified),-6.8
Cc1cc(NC(=O)C2CCCN(S(=O)(=O)c3ccc(Br)s3)C2)ccc1Br (stereo unspecified),?
Cc1cc(Cl)ccc1-n1c(CCC(=O)O)ccc1-c1cccs1,-6.8
Cc1cc(OCC(=O)Nc2ncn[nH]2)ccc1Cl,-3.6
CCCCn1c(NCc2cc(Br)ccc2O)nc2ccccc21,7.0
C#CCOc1ccc(-c2nnc(Nc3ccc(NC(C)=O)cc3)c3ccccc23)cc1,3.3
N#C/C(=C\c1ccc(-c2ccc(C(=O)O)cc2)o1)c1nc2ccccc2[nH]1,-2.8

# The list goes on:
SMILES,IMPase inh
Cc1c(C(=O)OC2CCCC2)[nH]c2c1C(=O)CC(c1ccc(C(C)(C)C)cc1)C2 (stereo unspecified),-1.3
COc1ccccc1C(=O)NC1(C(F)(F)F)C(=O)Nc2c1c(=O)[nH]c(=O)n2CCc1ccccc1 (stereo unspecified),-11.8
Cc1ccc2nc(-c3ccc(NC(=O)COc4ccccc4)cc3)sc2c1,1.2
CCOC(=O)CNC(c1ccccc1)c1cc(Br)ccc1NC(=O)c1cccc(Cl)c1 (stereo unspecified),2.6
Cc1cccc(-n2c(-c3ccccc3)cn3c4c(=O)[nH]c(=O)n(C)c4nc23)c1,2.3
Cc1ccc(Cl)cc1NC(=O)CN1C(=O)c2cccc3cccc1c23,12.9
Cc1cccc(C(=O)Nc2cc3c(cc2N2CCCCC2)n(C)c(=O)c(=O)n3C)c1,9.4
Cc1c(C(=O)OC2CCC(C)CC2)[nH]c2c1C(=O)CC(c1ccccc1Cl)C2 (stereo unspecified),1.6
CCCOc1ccc(C(=O)Nc2cccc(NC(=O)c3cccc(Cl)c3)c2)cc1,-7.0
COC(=O)c1ccc(C2c3c(oc4ccccc4c3=O)C(=O)N2c2nc(C)c(C(=O)OC)s2)cc1 (stereo unspecified),-2.2
Cc1nc2scc(C)n2c(=O)c1S(=O)(=O)NCc1ccccc1Cl,-0.8
Cc1nn(C(=O)c2ccccc2)c(C)c1Sc1ccc(Cl)cc1,-17.8
COc1ccc(NC(=O)c2sc3nc(C(F)(F)F)cc(C)c3c2N)cc1OC,0.1
O=C(CSc1nnc(CNC(=O)c2c(F)cccc2Cl)o1)Nc1cccc(F)c1,3.7

# Assay outcomes as filed in PubChem BioAssay.
